Fluorescein autfl: compound autofluorescence in fluorescein spectral region. Compound autofluorescence, 480/540 nm, fluorescein-equivalent; hits give high values. max fluorescein-equivalent concentration, M. 59,000 tested, 0.91% active; in the data active means max fluorescein-equivalent concentration above about 10 nM; inconclusive means between about 1.1 nM and that limit
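Compounds were pin-transferred into 100 mM Tris buffer, pH 8.0, and incubated 15 min at room temperature. Fluorescence was read at 480 nm excitation/540 nm emission. Signals were normalized to an on-plate six-point fluorescein standard curve as dye-equivalent concentration.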
UbGFP stabilizer: proteasome inhibitors stabilizing ubiquitin-GFP reporter. AID 526. Potency, µM (top dose mostly 45.9 µM), for inactives: at the top dose activation (GFP accumulation), usual class: activators. Ubiquitin-GFP reporter cells, proteasome inhibition, GFP fluorescence; response scale: untreated = 0%, 10 µM MG-132 = 100%. 67,000 tested, under 10 active; active means well fitted activation curve with a large enough effect, not every such curve was filed as active; inconclusive means small, poorly fitted or top-dose-only effect, or another doubt; inactive means no such curve, though single readings can be large or run the other way; further: potency means the concentration at half of the fitted maximal effect
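U2OS cells expressing ubiquitin(G76V)-GFP, seeded overnight in 0.5% FBS medium, then treated 4 hr at 37 C across 46 uM to 2.9 nM. GFP-positive cells counted by laser cytometry (488 ex/515 em); %activity scaled between basal and 10 uM MG-132.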
Epigenetic mod: epigenetic GFP locus derepression in mouse cells; mouse C127i GFP locus derepression, cytometry, 30 h; Potency, µM (top dose mostly 46.1 µM), for inactives: top-dose GFP derepression (activation); 68,000 tested, 0.09% active; further: % of control where 0% means no effect
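Derepression screen: silenced CMV-GFP reporter in murine C127i cells, 30 h compound incubation at 37 C, washed cells imaged by laser-scanning cytometer to enumerate GFP-expressing objects of 20 to 120 um.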
4MU fluor: compounds fluorescent in 4-MU spectral region; compound autofluorescence, 340/450 nm, 4-MU equivalents; hits give high values; max dye-equivalent concentration, M; 59,000 tested, 11% active; in the data active means max dye-equivalent concentration above about 10 nM; inconclusive means mostly about 1.1 nM to 9.6 nM
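Compounds in 100 mM Tris, pH 8.0, sat 15 min at room temperature before fluorescence was read at 340 nm excitation/450 nm emission; a per-plate six-point 4-MU standard curve converted signals to dye-equivalent concentration at each compound concentration.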
HBB splice mod: modulators of hemoglobin beta chain splicing | HBB splicing reporter cell assay, activation; EGFP reporter with mutant IVS2-654 intron; response scale: normalised to 500 nM splice-correcting PNA | 65,000 tested, 0.06% active | Potency, µM (top dose mostly 46.1 µM), without a hit: at the top dose activation, hits mostly activators; further: potency means the concentration at half of the fitted maximal effect; 0% is about no effect
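HeLa cells stably expressing EGFP interrupted by mutant beta-globin intron 2 (IVS2-654), 500/well in 2% FCS. Treated with compound for 2 days at 37C. Splicing correction scored as total well GFP intensity (488 nm excitation, 500-520 nm emission); 500 nM antisense PNA served as control.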
CRE-bla Fsk: modulators of forskolin-stimulated CRE signaling in CHO cells. CHO CRE-bla reporter (cAMP response element driving beta-lactamase), forskolin EC10, beta-lactamase ratio. Potency, µM (doses to about 38.2 µM), without a hit: top-dose activity change, negative = inhibition, actives largely listed as activators. 71,000 tested, 2.5% active. AID 662; active means well fitted activation curve with a large enough effect in the signal ratio, with a control signal flat, not every such curve was filed as active; inconclusive means small, poorly fitted or top-dose-only effect, or effect the other way, or a change in a side signal; the % refers to the signal ratio; further: potency means the concentration at half of the fitted maximal effect; % of control where 0% means no effect
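Forskolin analogue NKH 477 at EC10 stimulated CRE-driven beta-lactamase in CHO cells alongside compound dilution series. Beta-lactamase was measured with CCF4, excitation 405 nm, emission ratio 460/530 nm.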
Hsp90 Hop PPI: changes Hsp90-Hop TPR2A binding signal, up or down | Potency, µM (titrated, usually from 57 µM), for the others: at the highest dose activity change, negative = inhibition | AID 595 | AlphaScreen TPR2A-His6 binding biotin-Hsp90 C-terminal peptide | 71,000 tested, 0.44% active; active means well fitted curve in either direction with a large enough effect; inconclusive means small, poorly fitted or top-dose-only effect, or another doubt; further: potency means the concentration at half of the fitted maximal effect; on the % scale 0 is the no-effect control and ±100 the full control effect; many of its hits are not listed in these tables
ERK AVP block: blocks ERK signaling stimulated by vasopressin | HEK293-V1b, vasopressin-stimulated pERK AlphaScreen | 72,000 tested, 0.99% active | Potency, µM (top dose mostly 57.5 µM), for inactives: at the top dose activity, negative = inhibition, hits mostly inhibitors; further: potency means the concentration at half of the fitted maximal effect; on the % scale 0 is the no-effect control and ±100 the full control effect; nearly all actives have a fitted effect of over 55% in size
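HEK293 cells stably expressing V1b receptor, seeded overnight in 1% FBS, were treated with compounds for 30 min at 37C, then stimulated 5 min with 25 nM vasopressin; phospho-ERK read by AlphaScreen SureFire after lysis.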
TexasRed autofl: compounds fluorescent in Texas Red spectral region. Compound fluorescence, Texas Red channel, 547/618 nm; hits give high values. max dye-equivalent concentration, M. 59,000 tested, 0.06% active. AID 587; in the data active means max dye-equivalent concentration above about 10 nM; inconclusive means between about 1.1 nM and that limit
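Compound titrations in 100 mM Tris pH 8.0 were incubated 15 min at room temperature and read at 547 nm excitation / 618 nm emission. Texas Red six-point standard curve on each plate converted fluorescence to dye-equivalent concentration.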
Luciferase inh: firefly luciferase inhibition | Potency, µM (titrated, usually from 57.1 µM), without a hit: top-dose activity change, negative = inhibition, hits mostly inhibitors | AID 411 | purified firefly luciferase, luminescence, 8 min | 72,000 tested, 2.2% active; further: potency means the concentration at half of the fitted maximal effect; on the % scale 0 is the no-effect control and ±100 the full control effect; nearly all actives have a fitted effect of over 40% in size
Target sequence (P08659 whole entry, looked up): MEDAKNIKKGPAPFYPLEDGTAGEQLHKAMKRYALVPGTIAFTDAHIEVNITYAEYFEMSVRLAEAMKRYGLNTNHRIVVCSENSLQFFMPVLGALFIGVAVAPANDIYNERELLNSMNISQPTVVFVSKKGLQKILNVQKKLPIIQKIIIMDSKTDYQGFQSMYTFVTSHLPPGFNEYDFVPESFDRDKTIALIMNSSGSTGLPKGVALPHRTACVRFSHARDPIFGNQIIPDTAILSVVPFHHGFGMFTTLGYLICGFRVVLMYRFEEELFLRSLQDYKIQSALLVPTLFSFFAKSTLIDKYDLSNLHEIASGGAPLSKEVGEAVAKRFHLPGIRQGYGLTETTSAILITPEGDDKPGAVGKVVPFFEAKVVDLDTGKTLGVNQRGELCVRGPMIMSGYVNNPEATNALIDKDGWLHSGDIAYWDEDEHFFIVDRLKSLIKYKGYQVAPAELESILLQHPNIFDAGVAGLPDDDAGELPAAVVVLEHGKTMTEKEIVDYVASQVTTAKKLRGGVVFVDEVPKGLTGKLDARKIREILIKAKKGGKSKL
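Luminescence read-out after 8 min at room temperature; enzyme reaction used luciferin plus 10 uM ATP (linear range) in imidazole buffer pH 7.2 with KCl, MgCl2, Tween 20 and BSA. Each sample was run as a titration.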
A350 autofl: compound fluoresces in the Alexa 350 spectral region; AID 590; max dye-equivalent concentration, M; 59,000 tested, 11% active; Compound autofluorescence, 340/450 nm, Alexa 350 dye-equivalents; hits give high values; in the data active means max dye-equivalent concentration above about 10 nM; inconclusive means mostly about 1.1 nM to 9.6 nM
* = called active by the depositor; [ ] = another dose, or the depositor's remark. Unless noted, the call rests on the fitted dose curve; in most records, active means well fitted curve in the direction sought with a large enough effect; inconclusive means small, poorly fitted or top-dose-only effect, or another doubt; inactive means no such curve, though single readings can be large; an effect the other way counts as inactive or inconclusive.

COCCNc1nc(-c2ccc(N(C)C)cc2)nc2ccccc12 was read as Fluorescein autfl inactive, UbGFP stabilizer 10%, Epigenetic mod 2%[9.22 µM], 4MU fluor inconclusive, HBB splice mod inconclusive, CRE-bla Fsk inconclusive, Hsp90 Hop PPI -8%, ERK AVP block -3%, TexasRed autofl inactive, Luciferase inh inconclusive and A350 autofl inconclusive.
`O=C(OCCCN1C(=O)c2ccccc2C1=O)c1ccco1` gave Fluorescein autfl inactive, UbGFP stabilizer -6%, Epigenetic mod 1%, 4MU fluor inactive, CRE-bla Fsk 2%, Hsp90 Hop PPI 3%, ERK AVP block -4%, TexasRed autofl inconclusive, Luciferase inh -2% and A350 autofl inactive.
`CN1CCN(Cc2nc3c([nH]2)c(=O)[nH]c(=O)n3C)CC1` gave Fluorescein autfl inconclusive, UbGFP stabilizer 21%, Epigenetic mod 2%, 4MU fluor 5.7e-08M*, HBB splice mod 7.2%[1.84 µM], CRE-bla Fsk inconclusive, Hsp90 Hop PPI -2%, ERK AVP block 6%, TexasRed autofl inconclusive, Luciferase inh 1% and A350 autofl 1.6e-08M*.
Screening COC(=O)C(C#N)c1nc2ccccc2nc1N1CCCC1 (stereo unspecified) returned Fluorescein autfl inactive, UbGFP stabilizer 0%, Epigenetic mod 0%, 4MU fluor 5.4e-08M*, HBB splice mod 1.3%, CRE-bla Fsk 10µM*, Hsp90 Hop PPI -23%, ERK AVP block inconclusive, TexasRed autofl inactive, Luciferase inh 1% and A350 autofl 5.6e-08M*.
For CC(=O)c1c(C)[nH]c(C(=O)CSc2nnc(-c3ccco3)n2Cc2ccccc2)c1C the results were Fluorescein autfl inactive, UbGFP stabilizer -1%, Epigenetic mod -2%, 4MU fluor inactive, HBB splice mod -0.1%[57.5 µM], CRE-bla Fsk 14%, Hsp90 Hop PPI -6%, ERK AVP block 6%, TexasRed autofl inactive, Luciferase inh 1% and A350 autofl inactive.
Screening CC(NC(=O)c1ccc(N(C)C)cc1)C(c1cccs1)N1CCN(C)CC1 (stereo unspecified) returned Fluorescein autfl inconclusive, Epigenetic mod 0%, 4MU fluor inactive, HBB splice mod 4.1%[0.369 µM], CRE-bla Fsk -2%, Hsp90 Hop PPI -5%, ERK AVP block -22%, TexasRed autofl inactive, Luciferase inh -3% and A350 autofl inactive.
For COc1cc(C#N)ccc1OCC(=O)c1ccc2c(c1)OCCO2 the results were Fluorescein autfl inconclusive, UbGFP stabilizer 6%, Epigenetic mod -2%, 4MU fluor inactive, HBB splice mod 0.9%, CRE-bla Fsk inconclusive, Hsp90 Hop PPI 1%, ERK AVP block -5%, TexasRed autofl inactive, Luciferase inh -8% and A350 autofl inactive.
O=C(NCc1ccccc1Cl)C1CCN(S(=O)(=O)N2CCCCCC2)CC1 was read as Fluorescein autfl inactive, UbGFP stabilizer -5%, Epigenetic mod 2%, 4MU fluor inactive, HBB splice mod -3.5%[57.5 µM], CRE-bla Fsk -21%, Hsp90 Hop PPI -3%, ERK AVP block -4%, TexasRed autofl inactive, Luciferase inh 1% and A350 autofl inactive.
Screening CCCC(CCC)C(=O)NCCN1CCOCC1 returned Fluorescein autfl inactive, UbGFP stabilizer 0%, Epigenetic mod 0%, 4MU fluor inactive, HBB splice mod 0.2%, CRE-bla Fsk -3%, Hsp90 Hop PPI -3%, ERK AVP block -10%, TexasRed autofl inactive, Luciferase inh 4% and A350 autofl inactive.
FC(F)(F)c1nnc2ccc(-n3ccnc3)nn12 was read as UbGFP stabilizer 2%, HBB splice mod 0.7%, CRE-bla Fsk 8%, Hsp90 Hop PPI -3% and Luciferase inh 0%.
For Cn1c(=O)cc(SCC(=O)N2CCN(C3CCCCC3)CC2)c2ccccc21 the results were Fluorescein autfl inactive, UbGFP stabilizer 8%, Epigenetic mod 2%, 4MU fluor inactive, HBB splice mod -1.5%, CRE-bla Fsk 4%, Hsp90 Hop PPI -5%, ERK AVP block -20%, TexasRed autofl inactive, Luciferase inh 2% and A350 autofl inactive.
Screening COC(=O)c1cc(=O)[nH]c(SCc2cccc(C)c2)n1 returned UbGFP stabilizer 0%, Epigenetic mod -3%, HBB splice mod -1.1%, CRE-bla Fsk -6%, Hsp90 Hop PPI 0%, ERK AVP block -18% and Luciferase inh -3%.
O=C(C(Cc1ccccc1)n1cccc1)N1CCc2ccccc21 (stereo unspecified) was read as UbGFP stabilizer -8%, Epigenetic mod -4%, HBB splice mod -0.5%, CRE-bla Fsk -11%, Hsp90 Hop PPI 11%, ERK AVP block -26% and Luciferase inh -1%.
`N#CC1=C(N)N2C(=C(C#N)C1c1ccccc1)Sc1ccccc12` (stereo unspecified) gave Fluorescein autfl 4.2e-08M*, Epigenetic mod inconclusive, 4MU fluor inconclusive, TexasRed autofl inactive, Luciferase inh -1%[25.5 µM] and A350 autofl inconclusive.
`CC(=O)Nc1cc(NC(C)=O)cc(C(=O)NC(C)(C)C)c1` gave Fluorescein autfl inactive, UbGFP stabilizer -14%, Epigenetic mod -1%, 4MU fluor inactive, HBB splice mod 2.4%, CRE-bla Fsk -5%, Hsp90 Hop PPI inconclusive, ERK AVP block -10%, TexasRed autofl inactive, Luciferase inh 0% and A350 autofl inactive.
Cc1ccc(CNc2ccc3c(c2)OCO3)cc1 was read as Fluorescein autfl inconclusive, UbGFP stabilizer 7%, Epigenetic mod inconclusive, 4MU fluor inactive, HBB splice mod inconclusive, CRE-bla Fsk inconclusive, Hsp90 Hop PPI -27%, ERK AVP block inconclusive, TexasRed autofl inactive, Luciferase inh -9% and A350 autofl inconclusive.
For O=C(CSc1ccc2nnc(-c3ccc(Cl)cc3)n2n1)N1CCN(c2ccccc2)CC1 the results were UbGFP stabilizer 4%, HBB splice mod 0.2%, CRE-bla Fsk -4%, Hsp90 Hop PPI -5% and Luciferase inh 3%.
COc1ccc(C2/C(=C(/O)c3ccc(Cl)cc3)C(=O)C(=O)N2CCN2CCOCC2)c(OC)c1 (stereo unspecified) was read as Fluorescein autfl inconclusive, Epigenetic mod 0%, 4MU fluor inactive, HBB splice mod 5.6%[0.369 µM], CRE-bla Fsk inconclusive, Hsp90 Hop PPI -1%, ERK AVP block -15%, TexasRed autofl inactive, Luciferase inh -2% and A350 autofl inactive.
For O=C(O)CC[C@]1(C(=O)O)CCC(=O)c2ccccc21 the results were Fluorescein autfl inactive, UbGFP stabilizer -2%[9.17 µM], Epigenetic mod 0%[9.22 µM], 4MU fluor inactive, HBB splice mod 0.4%[9.22 µM], CRE-bla Fsk 12%[7.6 µM], Hsp90 Hop PPI -3%[11 µM], ERK AVP block 20%[11.5 µM], TexasRed autofl inactive, Luciferase inh 4%[11.4 µM] and A350 autofl inactive.
For COc1cc2c(cc1OC)-c1nncn1C(C)(C)C2 the results were Fluorescein autfl inactive, UbGFP stabilizer 6%, Epigenetic mod 2%, 4MU fluor inactive, HBB splice mod 5.6%, CRE-bla Fsk 13µM*, Hsp90 Hop PPI -8%, ERK AVP block -22%, TexasRed autofl inactive, Luciferase inh -1% and A350 autofl inactive.
Screening Cc1cccc(OCC(=O)NCC(=O)n2nc(C)cc2C)c1 returned Fluorescein autfl 1.2e-08M*, Epigenetic mod -6%[20.6 µM], 4MU fluor inactive, TexasRed autofl inactive, Luciferase inh 0%[25.5 µM] and A350 autofl inactive.
CC(=O)C1=C(O)C(=O)N(c2cccc(C(=O)O)c2)C1c1ccccc1F (stereo unspecified) was read as Fluorescein autfl inactive, Epigenetic mod -1%[20.6 µM], 4MU fluor inconclusive, TexasRed autofl inactive, Luciferase inh 2%[25.5 µM] and A350 autofl inconclusive.
O=C(Nc1cccc(F)c1)c1ccc(S(=O)(=O)N2CCOCC2)cc1 was read as UbGFP stabilizer 2%, HBB splice mod 2.2%, CRE-bla Fsk -5%, Hsp90 Hop PPI -1% and Luciferase inh 0%.
`CC(C)(C)c1cc(C(=O)NCc2cccnc2)ccn1` gave Fluorescein autfl inconclusive, UbGFP stabilizer 0%, Epigenetic mod 0%, 4MU fluor inactive, HBB splice mod -0.3%, CRE-bla Fsk 2%, Hsp90 Hop PPI -2%, ERK AVP block 2%, TexasRed autofl inactive, Luciferase inh 0% and A350 autofl inactive.
Screening CCCCCCSc1cc(C)nc2ncnn12 returned UbGFP stabilizer 1%, HBB splice mod -0.3%, CRE-bla Fsk 22%, Hsp90 Hop PPI -2% and Luciferase inh 0%.

Bioassay records deposited in PubChem BioAssay by National Center for Advancing Translational Sciences (NCATS).

These rows are one share of the data. The share of hits here may be higher or lower than overall.
